Assay outcomes: PubChem, National Center for Advancing Translational Sciences (NCATS)
G9a block: blocks human histone lysine methyltransferase G9a; Q96KQ7; G9a H3K9 monomethylation, AlphaScreen, 2 h; Potency, µM (top dose mostly 102 µM), inactives show top-dose activity, negative = inhibition, hits mostly inhibitors; actives 8.8% (n = 350,000); also: % is scaled to controls: 0 for no effect and ±100 for the full control effect; nearly all actives have a fitted effect of over 75% in size
Target sequence (Q96KQ7 913-1193 limits assumed): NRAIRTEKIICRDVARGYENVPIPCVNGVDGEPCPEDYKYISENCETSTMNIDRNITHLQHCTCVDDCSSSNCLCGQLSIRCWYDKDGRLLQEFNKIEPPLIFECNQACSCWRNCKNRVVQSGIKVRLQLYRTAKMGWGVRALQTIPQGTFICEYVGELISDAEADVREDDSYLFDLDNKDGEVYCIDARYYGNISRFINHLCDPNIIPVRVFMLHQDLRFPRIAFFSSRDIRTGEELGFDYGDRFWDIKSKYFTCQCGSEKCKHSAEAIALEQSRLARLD
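Enzyme 20 nM + cpd, 15 min RT; add b-H3K9 pep 500 nM / SAM 20 uM; 2 h RT; anti-H3K9me1 Ab 0.5 ug/mL + SA donor / anti-rabbit acceptor beads 20 ug/mL each, 10 min; AlphaScreen read.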
JMJD2A Tudor inh: inhibitors of human JMJD2A Tudor domain; O75164; AlphaScreen JMJD2A-Tudor / H3K4me3 peptide binding; Potency, µM (titrated, usually from 114 µM), inactives show top-dose activity change, negative = inhibition, actives largely listed as inhibitors; actives 4.4% (n = 390,000); AID 504339; also: % is scaled to controls: 0 for no effect and ±100 for the full control effect; nearly all actives have a fitted effect of over 50% in size
HP1b chromo inh: inhibitors of HP1-beta chromodomain binding to methylated histone tails; P83916; AlphaScreen HP1-beta / biotin-H3K9me3 peptide binding; Potency, µM (doses to about 114 µM), for the others: top-dose activity change, negative = inhibition, hits mostly inhibitors; actives 0.56% (n = 390,000); AID 540317; also: nearly all actives have a fitted effect of over 70% in size; inactives centre near 23
Target sequence (P83916 whole entry, looked up): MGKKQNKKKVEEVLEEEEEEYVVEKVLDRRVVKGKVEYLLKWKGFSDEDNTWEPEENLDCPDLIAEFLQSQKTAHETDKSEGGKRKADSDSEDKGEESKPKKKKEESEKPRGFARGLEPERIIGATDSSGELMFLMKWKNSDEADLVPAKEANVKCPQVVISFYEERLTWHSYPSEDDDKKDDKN
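Compound inhibition of the preformed complex between 50 nM HP1-beta and 50 nM biotinylated H3K9me3 peptide was read by AlphaScreen. Buffer was PBS pH 7.4 with 0.01% Tween-20. Incubations ran 30 min at room temperature, with 10 ug/mL donor/acceptor beads.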
GLS inhibitor: inhibitors of human glutaminase (GLS) | O94925 | actives 0.21% (n = 410,000) | GLS enzymatic activity, qHTS titration | Potency, µM (highest dose often 45.5 µM), inactives show at the top dose activity change, negative = inhibition, usual class: inhibitors; also: % is scaled to controls: 0 for no effect and ±100 for the full control effect
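Two-point fluorescence kinetic (t0, 30 min RT) for hKGA; glutamate detected via glutamate oxidase–HRP–Amplex Red. Substrate: 1 mM L-glutamine solution; buffer 45 mM KH2PO4, pH 8.2.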
Pin1 inhibitor: blocks the human prolyl isomerase Pin1 | Q13526 | Pin1 FP peptide displacement, HiFluor488, 10 min | Potency, µM (series often up to 115 µM), for inactives: at the top dose activity, negative = inhibition, hits mostly inhibitors | actives 0.009% (n = 390,000) | AID 504891; active = well fitted inhibition curve with a large enough effect in the polarisation, with a control signal flat, not every such curve was filed as active; inconclusive = small, poorly fitted or top-dose-only effect, or effect the other way, or a change in a side signal; inactive = no such curve, though single readings can be large or run the other way; the % refers to the polarisation; also: % is scaled to controls: 0 for no effect and ±100 for the full control effect
Target sequence (Q13526 whole entry, looked up): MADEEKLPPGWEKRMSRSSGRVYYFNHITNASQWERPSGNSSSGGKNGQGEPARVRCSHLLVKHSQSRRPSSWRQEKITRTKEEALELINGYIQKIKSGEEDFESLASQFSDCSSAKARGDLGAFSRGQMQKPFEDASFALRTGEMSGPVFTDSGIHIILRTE
Pol iota inh: blocks human DNA polymerase iota activity. Pol iota fluorescent replication assay, 10 min. Potency, µM (top dose mostly 115 µM), without a hit: at the highest dose activity, negative = inhibition, actives largely listed as inhibitors. actives 1% (n = 390,000)
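Fluorescent replication assay read twice, at 0 min and 10 min after adding 50 nM (final) substrate. Enzyme (10 nM) and compounds were first incubated 15 min at room temperature; enzyme-free buffer wells were negative controls.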
PGK inhibitor: inhibitors of T. brucei phosphoglycerate kinase; P07378; PGK/GAPDH coupled, Kinase-Glo luminescence, 60 min; Potency, µM (highest dose often 57.5 µM), without a hit: top-dose activity change, negative = inhibition, usual class: inhibitors; actives 0.043% (n = 380,000); also: % is scaled to controls: 0 for no effect and ±100 for the full control effect; nearly all actives have a fitted effect of over 60% in size
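Luminescent ATP detection (Kinase-Glo Plus) follows a 60-minute room-temperature incubation, with wells lacking PGK as controls. Buffer: 100 mM TEA (pH 7.6), 5 mM MgCl2, 0.01% Tween-20. Coupling enzyme GAPDH (100 nM final) supplies unstable 1,3-BPG in-well.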
BLM inh: Bloom syndrome helicase (human) inhibition | P54132 | recombinant BLM DNA unwinding, fluorescence dequenching | Potency, µM (doses to about 56.1 µM), for the others: at the top dose activity change, negative = inhibition, usual class: inhibitors | actives 0.2% (n = 350,000) | AID 2528;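 also: plate controls were vehicle for no effect and no enzyme for full effect; nearly all actives have a fitted effect of over 35% in size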
BAZ2B block: inhibitors of human BAZ2B bromodomain; actives 4.4% (n = 360,000); Potency, µM (series often up to 114 µM), without a hit: at the top dose activity change, negative = inhibition, usual class: inhibitors; AlphaScreen BAZ2B-H3K14Ac peptide displacement; also: % is scaled to controls: 0 for no effect and ±100 for the full control effect; nearly all actives have a fitted effect of over 60% in size
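AlphaScreen displacement of biotin-H3(5-23)K14Ac peptide (50 nM final) from BAZ2B (50 nM final) in PBS pH 7.4, 0.01% Tween-20; complex preformed 30 min RT, then compounds (top 110 uM) 30 min RT, beads 20 min dark.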
* marks the source's active call; other numbers are inactive results; i = inactive; u = inconclusive; x = no result given; & = joins results of further samples; [ ] = another dose, or the depositor's remark. Unless noted, calls follow the shape of the dose curve; as a rule, active = well fitted curve in the direction sought with a large enough effect; inconclusive = small, poorly fitted or top-dose-only effect, or another doubt; inactive = no such curve, though single readings can be large; an effect the other way counts as inactive or inconclusive. Potency is read from the fitted curve at half-maximal effect. This is a subset. The share of hits here may be higher or lower than overall.

G9a block	JMJD2A Tudor inh	HP1b chromo inh	GLS inhibitor	Pin1 inhibitor	Pol iota inh	PGK inhibitor	molecule	BLM inh	BAZ2B block
-51%	-7%	20%	2%	-1%	65%[activator]	11%	COc1ccc(/C=C/C(=O)NC(=S)NNC(=O)c2cccs2)cc1	0%	10%
x	-18%	18%	-2%	-3%	7%	0%	Cc1ccc2oc(C(=O)N3CCC(O)(c4ccccc4)CC3)c(C)c2c1	-6%	u
17%	-3%	26%	2%	-1%	140%[activator]	-4%	COC(=O)C1(C)NC(c2ccco2)C2C(=O)N(c3ccc(F)cc3)C(=O)C21 (centres undefined)	4%	-9%
x	35µM*	10%	-16%	0%	68%[activator]	-7%	CCC1(C)CN=C(c2ccccc2)NC1 (centres undefined)	x	x
13%	-5%	47%[activator]	-6%	3%	16%	i	Cc1ccc(-n2cnc3sc(C)c(C)c3c2=O)cc1	1%	-17%
2%[2.33 µM]	-1%	40%[activator]	5%	-2%	-9%	-4%	CCOc1ccc2oc(C(=O)OCC(=O)N3CCCC(C)C3)c(C)c2c1 (centres undefined)	x	2%
9%	-4%	45%[activator]	-8%	-4%	2%	-4%	CC(C)Cn1c(N)c(C(=O)COC(=O)c2ccccc2Cl)c(=O)n(C)c1=O	-14%	-17%
-25%	-17%[57.1 µM]	-8%	-1%	-3%	-5%	-1%	CC(=O)OC(C(=O)NC1CCCCC1)c1cccc(C)c1 (centres undefined)	-7%	1%
-32%[59 µM]	-10%	23%	-3%	2%	-9%	-11%	COc1ccc(CNc2oc(/C=C/c3cccc(OC)c3)nc2C#N)cc1	-9%	-26%
20µM*	-28%	u	8%	10%	u	u	O=C(N/N=C/c1ccc(OC(=O)c2ccccc2)cc1)c1cccnc1	-20%	u
-14%	-25%	18%	-3%	32%[activator]	-22%	-7%	COc1ccc(NC(=O)c2cccc3c2C(=O)N(CC2CCCO2)C3)cc1OC (centres undefined)	-7%	-25%
13%[2.33 µM]	25µM*	u	15%	0%	6%	x	C=CCNC(=O)/C(C#N)=C/c1c(N2CCN(c3ccc(OC)cc3)CC2)nc2c(C)cccn2c1=O	-4%	u
33%	-18%	32%	0%	-8%	-13%	-1%	COc1ccc(CNC(=O)CN(c2ccc(OC)c(Cl)c2)S(=O)(=O)c2ccc(C)cc2)cc1	-6%	-32%
34%[activator]	0%	30%	-1%	0%	31%[activator]	i	COc1cccc(CNC(=O)C2CC(=O)N(C3CCCCC3)C2)c1 (centres undefined)	0%	-15%
u	-3%	38%	0%	-13%	11%	i	O=C(Cc1ccccc1)NNC(=S)Nc1ccccc1	0%	0%
40µM*	u	-15%	-1%	-1%	-13%	-6%	O=C(CSCc1cnn(-c2ccccc2)c1-n1cccc1)N1CCN(Cc2ccccc2)CC1	-11%	u
u	-13%	27%	4%	-1%	3%	-1%	O=C(Nc1cccc(-n2cnnn2)c1)c1ccoc1COc1ccc(Cl)cc1	-2%	-5%
18%[0.0925 µM]	-1%	51%[activator]	14%	-3%	17%	0%	O=C(Nc1c(Cl)cc(Cl)cc1C(=O)NCc1cccnc1)c1ccc(Cl)cc1Cl	0%	-3%
-39%[0.0925 µM]	6%	23%	-2%	-9%	3%	-4%	Cc1ccc(C)c(-n2c(Cc3cc(=O)[nH]c(=O)[nH]3)nnc2SCC(=O)NCC2CCCO2)c1 (centres undefined)	-2%	-2%
20%[59 µM]	-8%	52%[activator]	5%	41%[activator]	18%	-10%	CN(C(=O)CSc1nc2ccc(NC(=O)c3ccccc3F)cc2s1)c1ccccc1	-2%	0%
x	-9%	28%	-2%	-9%	-7%	-5%	COC(=O)c1ccc(/C=C2\SC(=S)N(CCCC(=O)N3CCOCC3)C2=O)cc1	x	x
-9%[59 µM]	-21%	13%	22%	-4%	-4%	-10%	COc1ccc(NS(=O)(=O)c2cccc(C(=O)NNC(=O)c3ccc(=O)[nH]c3)c2)cc1	x	-3%
-53%[59 µM]	-21%	36%	0%	4%	10%	i	COc1ccc(Nc2oc(/C=C/c3ccc(OC)c(OC)c3)nc2C#N)cc1	-6%	-26%
-4%[59 µM]	-17%	20%[57 µM]	1%	-2%	-8%	i	CCOC(=O)c1[nH]c(C)c(CCC(=O)NCc2ccccc2)c1C	-1%	-19%
u	-19%	43%[activator]	-23%	1%	u	i	O=c1[nH]c(N/N=C/c2ccc(O)cc2)nc2ccccc12	-16%	3%
x	-19%	10%[57 µM]	0%	-7%	24%	-9%	CN(Cc1ccccc1)C(=O)c1ccc(NC(=O)C2=CSCCO2)cc1	-3%	-13%
-16%[59 µM]	-8%&-31%	59%[activator]	-2%&-4%	2%&0%	25%&-11%	-4%&0%	Cc1nnc(NC(=O)CSc2nccn2Cc2ccc(F)cc2)s1	3%&-3%	-20%&-12%
u	5µM*	-46%	10%	4%	41%[activator]	16%	CC1CCN(CCCCOc2ccc(Br)cc2)CC1	-11%	-36%
-17%	u	-4%	10%	7%	-13%	-10%	CCCCNc1cc(C)nc(NCc2ccccc2)n1	-7%	-24%
21%[2.33 µM]	-11%	37%	4%	-4%	47%[activator]	-7%	CC1(C)C[C@H]2C3=CCC4[C@@]5(C)CC[C@H](O)[C@](C)(CO)C5CC[C@@]4(C)[C@]3(C)C[C@H]3O[C@@H]1[C@H](O)[C@]32CO (some centres undefined)	x	12%
x	-8%	43%[activator]	2%	-1%	37%[activator]	i	COC(=O)c1cc(OC)c(OC)cc1NC(=O)CSCc1c(C)noc1C	x	x
u	4%	41%[activator]	-9%	3%	30%	i	CNc1ncnc2c1ncn2[C@@H]1O[C@H](CO)[C@@H](O)[C@H]1O	x	-2%
45µM*	-7%	31%	15%	0%	7%	i	CSc1ncccc1C(=O)NNc1cc(Cl)ccc1Cl	-4%	-3%
50µM*	-36%	10%	2%	2%	-6%	-7%	COc1ccccc1-n1c(C)cc(/C=C2/C(=N)N3C(=NC2=O)SN=C3S(C)(=O)=O)c1C	-5%	x
-41%[2.33 µM]	5%	27%	5%	-3%	24%	-1%	CC1(C)CC(=O)c2cnc(NCC3CCCO3)nc2C1 (centres undefined)	1%	-4%
x	-8%	7%	18%	-4%	22%	-2%	COC(=O)c1ccccc1NC(=O)c1cnn2c(C)cc(C)nc12	-3%	-3%
3%[59 µM]	-22%	25%	1%	-6%	25%	-26%	Cc1cccc(NC(=S)N(CCN(C)C)C(C)c2ccco2)c1 (centres undefined)	1%	-6%
u	3.2µM*	16µM*	4%	u	-2%	5%	COc1cc(NC(C)C(=O)N2CC(C)OC(C)C2)cc(OC)c1 (centres undefined)	-2%	40µM*
5%[59 µM]	-10%	28%	-9%	3%	25%	-3%	COc1ccc(/C=C(\C#N)C(=O)NCCCn2ccnc2)cc1	3%	u
0%[59 µM]	-23%	29%[57 µM]	-6%	14%	u	-11%	CC(=O)c1ccc(N2CCN(S(=O)(=O)c3ccc(-c4coc(C)n4)cc3)CC2)cc1	-11%	-17%
7%[59 µM]	-18%	11%[57 µM]	-8%	-5%	18%	-3%	O=C(NCCc1csc2nc(-c3ccccc3F)nn12)c1ccco1	3%	-4%
u	2.5µM*	-81%	7%	-9%	7%	i	CCCOc1ccccc1-n1sc2c(c1=S)-c1cc(OC)cc3c1N(C(=O)C3=O)C2(C)C	-14%	2µM*
u	-5%	29%	1%	1%	27%	-11%	CC(C)OC(=O)CSc1nnc(C2CCCCC2)n1N	1%	-2%
79µM*	3%	33%	-3%	9%	23%	-3%	COc1ccccc1OCCNC(=O)CC(NC(C)=O)c1ccccc1 (centres undefined)	-8%	-25%
10%	-2%	34%	17%	3%	0%	0%	CCn1c(C(=O)O)c(S(=O)(=O)c2ccc(Cl)cc2)c2ccccc21	0%	0%
-23%[2.33 µM]	1%	24%	-1%	-1%	29%	2%	CC(C)(C)c1ccc(C(CC(=O)O)NS(=O)(=O)Cc2ccccc2)cc1 (centres undefined)	-3%	-3%
-7%	-31%	10%	33%	0%	2%	-8%	Cc1cc2cc(NC(=O)c3ccco3)ccc2[nH]1	9%	-26%
18%[59 µM]	-3%	36%	1%	20%	2%	-10%	Cc1cn2c(=O)cc(COC(=O)c3ccc(NC(=O)C(C)Oc4ccccc4)cc3)nc2s1 (centres undefined)	-2%	-29%
x	6%	19%[57 µM]	6%	-7%	30%[activator]	4%	COc1cc2c(cc1OC)C(c1cc(OC)c(OC)c(OC)c1)C1(O)C(=O)OCC1(O)C2 (centres undefined)	x	x
13µM*	-16%	4%	1%	20%	1%	-2%	O=C(c1ccco1)N1CCN(S(=O)(=O)c2ccc(Br)s2)CC1	-3%	-12%
u	u	-20%	-18%	-19%	u	-8%	O=C(Nc1nc2ccccc2s1)C1CCN(S(=O)(=O)c2cc([N+](=O)[O-])ccc2Cl)CC1	-15%	28µM*
-4%[59 µM]	-11%	32%	0%	6%	22%	-6%	CCCCCn1c(=N)n(CC(O)COc2cccc(C)c2)c2ccccc21 (centres undefined)	-6%	-16%

Full records as entered above.
COC(=O)c1ccccc1NC(=O)c1cnn2c(C)cc(C)nc12 as listed: G9a block: x; JMJD2A Tudor inh: -8%; HP1b chromo inh: 7%; GLS inhibitor: 18%; Pin1 inhibitor: -4%; Pol iota inh: 22%; PGK inhibitor: -2%; BLM inh: -3%; BAZ2B block: -3%
Cc1cccc(NC(=S)N(CCN(C)C)C(C)c2ccco2)c1 (centres undefined) as listed: G9a block: 3%[59 µM]; JMJD2A Tudor inh: -22%; HP1b chromo inh: 25%; GLS inhibitor: 1%; Pin1 inhibitor: -6%; Pol iota inh: 25%; PGK inhibitor: -26%; BLM inh: 1%; BAZ2B block: -6%
